OPRM1-OPRD1 ag: OPRM1-OPRD1 heterodimerization agonism; P35372+P41143; cells, luminescence; activation, % at 9.3 µM; 340,000 tested, 0.3% active; in the data active = activation above about 18%;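 also: 0% = vehicle-treated cells and 100% = reference agonist; values of inactives mirror those of a sister screen read the other way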
V-ATPase pH: regulators of yeast V-ATPase proton transport | S. cerevisiae, pHLuorin cytosolic pH fluorescence | response, % at 10 µM | 350,000 tested, 0.37% active | AID 504577; in the data active = response mostly above about 7.3%, no sharp cut-off; inactive = mostly below about 5.4%; also: actives read high; inactives centre near 0; some compounds called inactive have numbers as strong as hits; reference of the scale not given here
Keap1 Nrf2 FP: disrupts human Keap1 binding to Nrf2 peptide; AID 504523; inhibition, % at 9.4 µM; Keap1 Kelch-Nrf2 peptide fluorescence polarization, 1536-well; 340,000 tested, 0.15% active; in the data active = inhibition above about 12%;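 also: human Keap1 Kelch domain with fluorescein labeled Nrf2 9mer peptide probe; 0% = neutral control wells and 100% = peptide positive control; higher means more block of Keap1 binding to Nrf2 peptide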
Target sequence (Q14145 whole entry, looked up, the tested form may be a part): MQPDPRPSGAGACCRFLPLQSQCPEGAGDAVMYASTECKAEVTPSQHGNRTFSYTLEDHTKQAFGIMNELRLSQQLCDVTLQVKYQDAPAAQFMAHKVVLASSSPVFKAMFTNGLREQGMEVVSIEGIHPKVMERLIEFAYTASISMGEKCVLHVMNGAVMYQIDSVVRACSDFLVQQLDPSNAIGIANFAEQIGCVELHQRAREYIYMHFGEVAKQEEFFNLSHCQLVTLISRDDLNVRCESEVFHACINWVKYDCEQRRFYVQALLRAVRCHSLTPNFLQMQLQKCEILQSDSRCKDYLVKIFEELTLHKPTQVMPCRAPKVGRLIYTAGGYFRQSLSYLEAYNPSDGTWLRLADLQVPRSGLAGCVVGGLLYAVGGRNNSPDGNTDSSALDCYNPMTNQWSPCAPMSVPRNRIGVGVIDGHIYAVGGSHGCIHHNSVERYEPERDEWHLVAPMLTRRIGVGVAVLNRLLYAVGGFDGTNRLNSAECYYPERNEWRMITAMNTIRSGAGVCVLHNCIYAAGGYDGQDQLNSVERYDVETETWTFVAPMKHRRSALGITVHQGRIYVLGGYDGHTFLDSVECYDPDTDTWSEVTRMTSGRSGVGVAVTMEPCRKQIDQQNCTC
Pemphigus Ab inh: blocks pemphigus antibody binding to human desmoglein-3; 310,000 tested, 0.48% active; binding (percent of control), % at 10 µM; DSG3-coupled beads, scFv-anti-DSG3-GFP binding, flow cytometry; active compounds read low; P32926;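 active = binding more than 3 SD below its plate's average and above zero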;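 also: hits lower antibody fragment binding to DSG3; some compounds called inactive have numbers as strong as hits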
Cardiac RTF inh: cardiac RTF calcium desensitization. P19429+P45379. IANBD-labeled cardiac RTF, Ca2+ fluorescence. inhibition, % at 7.15 µM. 340,000 tested, 0.12% active;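 active = inhibition above the mean inhibition of all tested compounds plus 3 SD, cut at about 17% in these data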;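 also: assay run at fixed EC70 calcium of 1.6 mM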
MOR-DOR inv ag: inverse agonist of human OPRM1-OPRD1 heterodimerization; P35372+P41143; cell-based MOR-DOR heterodimer luminescence, inverse agonism; inhibition, % at 9.3 µM; 340,000 tested, 0.21% active; AID 504357; in the data active = inhibition above about 22%, passing the limit was not always enough;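 also: 0% = cells with DMSO and 100% = wells without cells with DMSO; values of inactives mirror those of a sister screen read the other way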
C-LANA FP: blocks KSHV LANA C-terminal domain binding to DNA. MBP-C-LANA/FAM-LBS DNA binding, fluorescence polarization. inhibition, % at 9 µM. 340,000 tested, 0.078% active. AID 504423;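 active = highest replicate inhibition at or above 60% at 9 µM, even if other replicates fall short; inactive = all replicates below 60% inhibition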;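 also: 0% = neutral control wells and 100% = 4 µM acridine orange control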
Arrestin-AP2 inh: blocks beta-arrestin peptide binding to AP2 adaptin; FITC-arrestin peptide / GST-AP2 beads, flow cytometry; AP2 beta2 appendage carries R879A mutation; inhibition, % at 10 µM; 340,000 tested, 0.31% active; AID 504490;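 active = inhibition above a set limit, near 3 SD of compounds lacking own fluorescence, cut at about 54% in these data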;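 also: plate controls were DMSO wells for no effect and 5 µM unlabelled arrestin peptide for full effect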
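System: GST-AP2 R879A bound to glutathione beads, E. coli-expressed. Also added: 50 nM FITC-arrestin peptide. Schedule: compound with beads 12 min RT, then probe 1 h RT. Signal: bead flow cytometry, FITC channel. Read-out basis: percent response.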
RTF Ca sens act: increases calcium sensitivity of human cardiac regulated thin filaments. 340,000 tested, 0.24% active. IANBD-labeled TnC RTF fluorescence at EC20 calcium; 0% EC20 calcium, 100% full calcium. activation, % at 7.2 µM. P19429+P45379;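 active = activation above the mean over all tested compounds plus 3 SD, cut at about 30% in these data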;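 also: rise in fluorescence read as greater calcium sensitivity of cardiac thin filaments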
Wnt bcat act: activators of Wnt/beta-catenin signaling. Wnt/beta-catenin reporter cell assay, activator, plate reader. activation, % at 9.35 µM. 300,000 tested, 1.2% active; in the data active = activation above about 30%, passing the limit was not always enough;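 also: 0% = neutral control wells and 100% = positive control wells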
Starred values were filed as active, the others as inactive; / = not tested or not shown. Compounds were not picked by outcome, and some 3.1% of all compounds hit somewhere here.

Each structure is followed by: OPRM1-OPRD1 ag, Pemphigus Ab inh, Keap1 Nrf2 FP, Wnt bcat act, Arrestin-AP2 inh, Cardiac RTF inh, V-ATPase pH, RTF Ca sens act, MOR-DOR inv ag, C-LANA FP
1	CSCCC(NS(=O)(=O)c1ccc(Cl)cc1)C(=O)OCC(=O)N1CCCc2ccccc21 (centres undefined)
→ 3.8, 93, -2, -6, 6, 2, -1, -1, -27, 0.5
2	N/C(=N\OC(=O)c1ccc(Cl)c(Cl)c1)c1ccccn1
→ 4.9, 103, -2, /, 13, -7, -4, -1, -25, 0.3
3	COc1ccc(CN(C(=O)Cc2c[nH]c3ccccc23)C(C(=O)NC2CCCCC2)c2ccc(C)o2)cc1 (centres undefined)
→ 3.1, 86, 0, -7, -7, -2, -2, -3, -16, -0.8
4	CCn1c(CNc2nc3ccccc3n2C(C)C)nc2ccccc21
→ -2.8, 108, 4, /, 20, -2, -1, -5, 17, -1.5
5	O=C(COC(=O)COc1ccc(Br)cc1)NCCC1=CCCCC1
→ -0.6, 89, -4, -1, 13, -1, 3, -5, 3, 0.6
6	COc1cc(C2C(C(=O)c3ccc(C)o3)=C(O)C(=O)N2CCN2CCOCC2)ccc1OCCC(C)C (centres undefined)
→ -1.3, /, -8, 1, 2, -2, 3, 2, 7, 1.4
7	CCOC(=O)c1nnn(CC(=O)NC(=O)Nc2ccccc2)c1C(=O)OCC
→ -1.4, 102, 1, 2, 43, -1, 2, -4, 8, -0.1
8	CC(NC(=O)C(C)(C)C)C(c1cccs1)N1CCN(Cc2ccccc2)CC1 (centres undefined)
→ -1.3, 104, -1, -3, -7, -10, 1, 2, 7, -2.7
9	CCC(C)NC(=O)CCS(=O)(=O)c1ccc2c(c1)n(C)c(=O)c(=O)n2C (centres undefined)
→ 0.1, 113, 5, -1, 4, -1, 0, 7, 0, -0.5
10	COC(=O)c1ccc(Cn2cnc3c(cnn3-c3ccc(C)c(C)c3)c2=O)o1
→ -0.6, 118, 6, -3, -3, -11, 2, -14, 3, 1.2
11	C/C(=N\NC(=O)c1ccccc1O)c1ccc(Br)s1
→ -3.8, 101, 3, 19, /, -13, 3, -6, 20, 13
12	Cc1ccc(C(=O)COC(=O)CNS(=O)(=O)c2ccc(C)cc2)cc1
→ -2.0, 110, -1, 1, 1, 14, 2, 0, 10, -1.1
13	CN(C)c1ccc(/C=N/NC(=O)c2cnc3ccccc3c2)cc1
→ -1.8, 101, -2, 2, -7, -7, -2, 19, 8, 4.0
14	C[C@@H]1CCC(=O)N(CC[C@H](Sc2ccc(Br)cc2)c2ccccc2)CC1
→ 8.3, 107, -5, -5, 0, 12, -1, 8, -45, 0.0
15	COc1ccc(CNC(=O)CN2C(=O)NC3(CCCCCC3)C2=O)cc1OC
→ -1.2, 95, -2, -2, 15, 3, -2, 4, 6, 0.3
16	Cc1cccc(NC(=O)CCN2CCOCC2)c1
→ -1.6, /, 0, 0, 17, -7, 2, 0, 10, -3.3
17	CCn1nnnc1NCc1cccn1C
→ -2.4, /, 1, /, 6, -8, 0, -1, 12, 0.7
18	N#Cc1ccc(NC(=O)COC(=O)CSc2nnc(-c3ccc(Cl)cc3)o2)cc1
→ 1.2, 87, -4, -1, -7, -16, 0, 5, -8, -1.9
19	N#CC1(C#N)CC(C=O)=C(N)C1(C#N)CC(=O)c1ccc(F)cc1 (centres undefined)
→ 1.7, /, -24, -1, -1, -53, -1, 29, -8, 40
20	COCCCNC(=O)C(=O)Nc1ccc2c(c1)N(S(=O)(=O)c1cccs1)CCC2
→ -2.9, 103, -1, -11, 4, -35, 6, 1, 15, 0.2
21	CC(C)(C)OC(=O)N1CCC(C(=O)Nc2ccc(C(=O)NC3CC3)cc2)CC1
→ -1.7, 102, 2, -2, -17, -1, 1, -1, 8, 1.4
22	CCOc1cc(-c2sc(Nc3ccccc3)n[n+]2C)ccc1OC
→ -0.4, 101, -3, -5, -2, -7, 0, 4, 2, -0.3
23	Cc1ccsc1/C=N/NC(=O)C(=O)NCC(C)C
→ -0.3, 100, -7, 6, -32, 5, 0, 10, 2, 1.3
24	CSc1ccccc1NC(=O)COc1ccc(Cl)cc1Cl
→ 4.2, 104, -3, /, -2, -4, 5, 1, -22, -3.3
25	CCS(=O)(=O)Nc1cccc(-c2ccc3nnc(-c4cccnc4)n3n2)c1
→ 0.3, 98, 1, -1, 3, -9, 1, 0, -2, 0.4
26	CCC(=O)Nc1ccc(C2C(=O)c3ccccc3C2=O)cc1
→ -5.2, 98, -5, 2, -2, 4, -1, -1, 23, -3.0
27	Brc1ccc(COn2ccnc2)cc1
→ -1.7, 103, -4, 0, -12, 0, -1, 3, 9, -0.2
28	CCn1c(C)c(C(=O)O)c2cc(OC)c3ccccc3c21
→ -3.4, 98, 3, 10, -7, -2, 2, 3, 15, -1.7
29	CCN(CC)S(=O)(=O)c1ccc(C(=O)C(C#N)c2ccccn2)cc1 (centres undefined)
→ -2.5, 102, -2, -1, 6, -4, -3, -3, 14, 0.2
30	Cc1ccc(C)c(OCCCCN2CCCCC2)c1
→ -2.2, 116, 1, -1, -12, 8, -3, -9, 10, 0.6
31	Cc1c(NC(=O)CC(O)(C(F)(F)F)C(F)(F)F)c(=O)n(-c2ccccc2)n1C
→ -0.8, 100, -3, /, 1, 5, 6, 5, 5, 0.4
32	CCOc1ccc(C(=O)CC(C(=O)O)N2CCN(Cc3ccccc3)CC2)cc1 (centres undefined)
→ 1.4, /, -5, /, -1, 9, -2, -2, -6, 1.3
33	COc1ccc(C(=O)C2CCCN(Cc3cccn3-c3cccnc3)C2)cc1OC (centres undefined)
→ -0.1, 89, -6, -3, 6, -1, -1, 4, 1, -0.6
34	COc1ccc(C(=O)c2coc3ccc(O)c(CN(C)C)c23)cc1
→ 5.3, /, -5, 2, -10, -4, -2, 3, -29, 0.4
35	Cn1c(CNC(=O)CNC(=O)c2ccc(C(C)(C)C)cc2)cc(=O)n(C)c1=O
→ -2.5, 101, -1, -2, -8, -6, -1, 4, 13, -1.1
36	Cc1ccsc1/C=N/NC(=O)c1nnn(-c2nonc2N)c1C(C)C
→ -1.0, 101, -6, 3, -6, 0, -3, 4, 5, -0.6
37	CC(=O)Nc1ccc(Sc2ncccc2C(=O)Nc2ccc(OC(F)(F)F)cc2)cn1
→ 1.8, 126, -5, 0, -7, -7, -3, -14, -11, 0.2
38	Cc1ccc(C2c3c(oc4ccccc4c3=O)C(=O)N2c2nnc(C(C)C)s2)o1 (centres undefined)
→ 3.0, 109, -3, -4, 4, -7, -1, 8, -15, -2.4
39	O=C(/C=C/c1ccccc1[N+](=O)[O-])NC1CCCC1
→ -0.8, 92, -1, 1, 7, -10, -1, 8, 4, -1.1
40	COc1ccc(/C=C/C(=O)OCc2nc3ccccc3c(=O)[nH]2)c(OC)c1
→ -2.4, 102, 3, 3, 6, 3, -1, -2, 13, 1.2
41	Cc1ccc(C(=O)n2c(N)nc3ccccc32)cc1
→ -2.4, 97, 4, -26, 2, -4, -3, -3, 12, 1.8
42	O=C(N/N=C1\CC(c2ccccc2)Oc2ccccc21)c1cccnc1 (centres undefined)
→ -2.8, /, -2, 1, 7, 13, 1, -3, 13, 0.3
43	Cc1cccc(Cn2nnc3ccccc32)c1O
→ -3.9, 100, -2, 4, -7, 7, -2, -6, 18, 0.3
44	Nc1nonc1C(=O)NCCNC(=O)c1cccs1
→ -2.5, 101, 7, -2, -4, -2, -1, -4, 14, -1.3
45	CN=C1SC(CC(=O)Nc2ccccc2F)C(=O)N1C (centres undefined)
→ -1.5, 104, -2, -2, 3, -8, 4, 3, 8, -0.9
46	CC1=C(C(=O)OCC2CCCO2)C(c2ccccc2)C2=C(CCCC2=O)N1 (centres undefined)
→ -1.1, 108, 1, -1, 4, -6, 1, 3, 6, -1.0
47	COCCNC(=O)c1cnn2c1NC(c1ccco1)CC2C(F)(F)F (centres undefined)
→ 0.1, /, 0, 6, 11, 7, -6, -2, -1, 2.0
48	O=C(Nc1ccccc1)O/N=C/c1ccncc1
→ -1.3, 106, -2, /, 2, -11, 3, 0, 7, 0.3
49	CC(C)N(C(=S)Nc1cc(S(=O)(=O)N2CCOCC2)ccc1Cl)c1ccccc1
→ -3.4, 86, -3, -1, -2, -7, 3, 6, 17, -0.4
50	CC(=O)NCCC1CCN(C(=O)C2CCC(=O)N(C3CCCC3)C2)CC1 (centres undefined)
→ -3.6, 101, -1, 1, -27, -5, 1, -5, 19, 0.6
51	Cc1ccnc(NC(=O)C2CCN(S(=O)(=O)c3cccc4nonc34)CC2)c1
→ -0.7, 106, 2, /, 6, -5, -1, -2, 3, -2.1
52	O=C(O)CCC(=O)Nc1cccc(-c2nc3ccccc3o2)c1
→ -0.5, 101, -2, 2, 2, -4, -1, -6, 2, -0.1
53	Cc1cccc(N(CC(=O)NCCSCc2ccccc2)S(C)(=O)=O)c1
→ -2.3, 103, -6, -1, -5, -2, 5, 5, 12, 0.4
54	COc1cc(CN(C)Cc2ccccc2)cc(OC)c1O
→ 1.1, 110, -5, -4, 8, -3, 3, 4, -6, 3.9
55	C=CCOn1c(=O)c(-c2ccc(C)cc2)[n+]([O-])c2ccccc21
→ -2.2, 135, -4, 0, -6, -7, -3, -4, 10, 1.9
56	CC(C)CN(C(=O)COC(=O)CSc1ccc([N+](=O)[O-])cc1)C1CCS(=O)(=O)C1 (centres undefined)
→ -1.6, 104, -4, -3, 5, -3, -1, -7, 11, 0.9
57	Cc1cccc(N2CCN(S(=O)(=O)c3ccc(-c4coc(C)n4)cc3)CC2C)c1 (centres undefined)
→ 0.6, 100, -1, 0, -10, 3, -1, -7, -3, 0.6

A different layout for some results above:
cpd	Structure	OPRM1-OPRD1 ag	Pemphigus Ab inh	Keap1 Nrf2 FP	Wnt bcat act	Arrestin-AP2 inh	Cardiac RTF inh	V-ATPase pH	RTF Ca sens act	MOR-DOR inv ag	C-LANA FP
52	O=C(O)CCC(=O)Nc1cccc(-c2nc3ccccc3o2)c1	-0.5	101	-2	2	2	-4	-1	-6	2	-0.1
53	Cc1cccc(N(CC(=O)NCCSCc2ccccc2)S(C)(=O)=O)c1	-2.3	103	-6	-1	-5	-2	5	5	12	0.4

Screening data deposited in PubChem by several laboratories.
